MITF primary: blocks human microphthalmia-associated transcription factor | AlphaScreen MITF homodimerization, bead proximity signal | actives 0.91% (n = 650,000) | O75030 | AID 1259374 | inhibition, % at 2.6 µM; in the data active = inhibition above about 50%;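 also: 0% = vehicle wells with protein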
GPR151 ag: human GPR151 activation. Q8TDV0. activation, % at 11.2 µM. PathHunter beta-arrestin GPR151 cells, luminescence. actives 1% (n = 650,000); in the data active = activation above about 4.9%;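 also: 0% = median of compound wells and 100% = cells with positive control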
FBW7 act: human FBW7 E3 ligase activation, primary screen; actives 0.13% (n = 650,000); normalized activity (activation), % at 26.1 µM; AID 1259310; AlphaScreen FBW7–phospho-cyclin E peptide binding, activator screen; in the data active = normalized activity above about 1.9%;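 also: purified mutant Fbw7 with reduced substrate affinity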
Target sequence (Q969H0 whole entry, looked up): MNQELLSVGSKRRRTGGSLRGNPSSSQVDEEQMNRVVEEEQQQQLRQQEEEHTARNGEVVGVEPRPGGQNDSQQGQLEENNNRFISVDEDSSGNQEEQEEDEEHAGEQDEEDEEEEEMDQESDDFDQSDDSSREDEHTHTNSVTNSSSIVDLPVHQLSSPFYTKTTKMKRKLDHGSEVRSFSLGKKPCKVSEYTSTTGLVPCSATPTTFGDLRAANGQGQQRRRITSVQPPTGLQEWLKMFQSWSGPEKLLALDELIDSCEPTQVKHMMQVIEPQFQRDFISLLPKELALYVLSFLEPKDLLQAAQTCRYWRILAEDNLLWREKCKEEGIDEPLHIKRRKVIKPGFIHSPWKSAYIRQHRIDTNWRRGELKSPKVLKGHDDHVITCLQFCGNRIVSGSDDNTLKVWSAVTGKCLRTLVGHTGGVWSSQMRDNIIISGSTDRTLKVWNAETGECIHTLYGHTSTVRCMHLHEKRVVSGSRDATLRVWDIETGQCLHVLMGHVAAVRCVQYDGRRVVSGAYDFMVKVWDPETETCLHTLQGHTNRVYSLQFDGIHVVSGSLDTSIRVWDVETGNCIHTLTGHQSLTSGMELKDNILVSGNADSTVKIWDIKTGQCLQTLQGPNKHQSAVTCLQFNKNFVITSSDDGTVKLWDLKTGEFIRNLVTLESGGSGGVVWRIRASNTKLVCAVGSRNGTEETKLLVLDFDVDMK
TEAD-YAP inh: TEAD-YAP interaction inhibition. HEK-TIYL cells, TEAD-Gal4/YAP UAS-luciferase luminescence. inhibition, % at 9.12 µM. actives 1.4% (n = 640,000). AID 1259422; in the data active = inhibition above about 32%;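 also: 0% = median of test compound wells and 100% = reference inhibitor wells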
* marks the source's active call; other numbers are inactive results; & = joins results of further samples.

SMILES	MITF primary	GPR151 ag	FBW7 act	TEAD-YAP inh
COC(=O)C1=C(C)NC(=O)CC1c1ccccc1I (stereo not given)	5	-0.7	0.1	4
O=C(COc1ccc(Cl)cc1Cl)N/N=C/c1ccccc1O	0	-0.4	0.0	5
CCOC(=O)C1CCC(CN(Cc2c(Cl)cccc2Cl)S(=O)(=O)c2ccc(F)c(C)c2)CC1 (stereo not given)	10	0.6	0.1	-4
COc1ccc(NC(=O)N2CCC(CO)(CCOc3ccccc3)CC2)cc1Cl	3	0.4	-0.1	-11
COc1ccc(C(=O)NC(=S)Nc2ccc(C(=O)OC(C)C)cc2)cc1Br	9	-0.1	0.4	13
CCCCn1c(=O)[nH]c(=O)c2c1nc(CCC(=O)Nc1nc(C)cs1)n2CC(C)C	10	-0.4	0.1	7
CCOC(=O)C1=C(C)NC2=C(C(=O)C(C(=O)OC)C(C)C2)C1c1ccccc1 (stereo not given)	6	-0.2	0.8	-4
O=c1[nH]c(N2CCCCC2)nc2c1CCCC2	-24	0.8	0.0	-2
O=C1OC(c2ccc(Cl)cc2)=N/C1=C\c1ccc(Cl)cc1Cl	-2	-0.8	0.0	-5
Cc1ccccc1NCC(=O)N/N=C\c1cccc(Cl)c1	34	-0.1	0.2	1
Cc1onc(C(=O)Nc2ccccc2C(F)(F)F)c1[N+](=O)[O-]	-4	0.7	-0.1	-5
NNC(=O)c1nnn(-c2nonc2N)c1CN1CCCC1	14	2.1	-0.2	-23
Cn1c(=O)[nH]c(=O)c2c1nc(SCC(=O)OCc1ccccc1)n2Cc1ccccc1	1	-0.7	0.8	3
CCN(CC)C(=O)CSc1nc(O)c(C)c(=O)n1-c1ccccc1	-10	-1.1	-0.2	0
O=c1cc(CSc2nc3ccsc3c(=O)n2Cc2ccccc2)c2ccc(O)cc2o1	0	0.4	-0.1	-26
CCCC(CCC)C(=O)Nc1cc(C)nn1-c1nc2c(cnn2-c2ccc(C)cc2)c(=O)[nH]1	-18	-0.4	0.3	-1
CCCC(=O)NCCc1nc2ccccc2n1CC(C)C	15	-1.0	0.0	0
Cc1ccc(-c2nnc(Nc3ccc(S(=O)(=O)Nc4nccs4)cc3)c3ccccc23)cc1	12	-0.9	0.0	-7
CCN(CC)CC(O)Cn1c(-c2ccccc2)c(-c2ccccc2)c2ccc3ccccc3c21 (stereo not given)	5	2.0	-0.5	10
COc1ccc(OC)c(NC(=O)C2=C(C)NC(=O)NC2c2ccc(N(C)C)cc2)c1 (stereo not given)	14	2.7	0.0	8
Cc1nc2ccccc2c2c(N)c3ccccc3n12	7	0.2	-0.1	3
CCCCCCCNC(=O)CCn1nc(-c2ccccc2)ccc1=O	-5	0.9	-0.1	1
Cc1ccc(C)c(NS(=O)(=O)c2ccc3ccccc3c2)c1	15	-0.4	0.3	5
COCCNC(=O)CSc1nc2ccccc2c2nc(-c3ccc([N+](=O)[O-])cc3)nn12	6	0.8	-0.1	3
COC(=O)c1sc(NC(=O)c2cccnc2Cl)c(C(=O)OC)c1C	15	-1.0	-0.1	8
O=C1CCCC(=O)N1c1ccc(NCc2cccc(Cl)c2)c([N+](=O)[O-])c1	4	0.8	0.1	4
CC1(C)[C@H]2CC=C(CCNC(=O)CCC3(Cc4ccsc4)CCC(=O)N3)[C@@H]1C2 (stereo not given in full)	-2	2.6	-0.1	-6
Cc1nc(N2CCN(C)CC2)c2c(C)c(C(=O)O)sc2n1	-21	-0.1	0.0	1
CC(C)OCC(O)Cn1c(NCc2ccco2)nc2c1c(=O)[nH]c(=O)n2C (stereo not given)	18	-2.3	0.7	10
COc1cc(/C=C2\SC(N)=NC2=O)ccc1OCC(=O)Nc1ccc(C)cc1	12	-1.1	0.2	34*
Cn1c2c(c3cc([N+](=O)[O-])ccc31)CCCC2=O	2	0.1	0.1	1
CCCCCCCCNS(=O)(=O)c1cc(C(=O)O)ccc1F	9	0.1	0.1	-4
CC(CCc1ccccc1)NC(=O)CN1CCN(Cc2ccc(F)cc2)C1=O (stereo not given)	-1	-0.6	0.1	4
O=C(Oc1nsnc1N1CCOCC1)c1ccccc1	8	0.5	0.0	9
CCOc1ccc(CCNC(=O)C2=C(C)C(=O)OC23CCCCC3)cc1	-4	0.1	-0.2	1
CCN(CC)S(=O)(=O)c1ccc(-c2csc(Nc3ccc(Br)cc3)n2)cc1	3	0.8	-0.1	-62
O=C(ON1C(=O)c2ccccc2C1=O)c1ccc(F)cc1	10	0.0	0.1	2
Cc1nnc(NC(=O)c2ccc(S(=O)(=O)N3CCCCC3C)cc2)o1 (stereo not given)	13	-0.6	0.0	-1
O=C(c1ccc(CS(=O)c2ccc(Cl)cc2)o1)N1CCN(Cc2ccccc2)CC1 (stereo not given)	-4	-0.2	-0.3	6
CC1CCN(C(=O)c2cccc(I)c2)CC1	10	-0.7	0.1	-4
CCOC(=O)c1c(NC(=O)CSc2nnc3cc(C)c4ccccc4n23)sc2c1CCCC2	1	1.4	0.1	-9
CCc1nc2ccccc2n1Cc1cc(=O)n2cc(C)ccc2n1	9	1.6	0.1	-1
Cc1cc(Cl)ccc1OCC(=O)Nc1ccc(S(=O)(=O)Nc2nccs2)cc1	14	1.2	0.1	0
Cc1ccc(-c2ccccc2)n1-c1ccc(C(=O)O)cc1	0	-1.5	-0.2	-9
CCOc1ccc2c(c1)sc(=NC(=O)c1ccc(OC)cc1OC)n2C	-11	-0.5	0.0	-11

Retrieved by compound from above (7):
SMILES	MITF primary	GPR151 ag	FBW7 act	TEAD-YAP inh
O=C(ON1C(=O)c2ccccc2C1=O)c1ccc(F)cc1	10	0.0	0.1	2
Cc1cc(Cl)ccc1OCC(=O)Nc1ccc(S(=O)(=O)Nc2nccs2)cc1	14	1.2	0.1	0
Cc1ccc(-c2ccccc2)n1-c1ccc(C(=O)O)cc1	0	-1.5	-0.2	-9
Cc1nnc(NC(=O)c2ccc(S(=O)(=O)N3CCCCC3C)cc2)o1 (stereo not given)	13	-0.6	0.0	-1
O=C(c1ccc(CS(=O)c2ccc(Cl)cc2)o1)N1CCN(Cc2ccccc2)CC1 (stereo not given)	-4	-0.2	-0.3	6
CC(CCc1ccccc1)NC(=O)CN1CCN(Cc2ccc(F)cc2)C1=O (stereo not given)	-1	-0.6	0.1	4
O=C(Oc1nsnc1N1CCOCC1)c1ccccc1	8	0.5	0.0	9

Continued.
SMILES	MITF primary	GPR151 ag	FBW7 act	TEAD-YAP inh
Cc1ccc2nc(SCC(=O)NC(C)C(C)C)[nH]c2c1 (stereo not given)	-3	2.1	0.0	-10
CCOC(=O)c1cc(CC)sc1NC(=O)CC1Sc2ccccc2NC1=O (stereo not given)	2	1.3	0.1	5
N=C1C(c2nc(-c3ccc(Cl)cc3)cs2)=C(O)CN1c1ccc2[nH]c(=O)[nH]c2c1	10	-1.5	0.4	8
O=C(Cn1cc(/C=C2/NC(=O)NC2=O)c2ccccc21)Nc1ccc(F)cc1	6	-0.9	0.0	-7
Oc1oc(-c2cccc3ccccc23)nc1C=Nc1ccc(I)cc1	4	-0.6	-0.1	-4
CCOCCOc1cccc(C(=O)Nc2ccc(OCC)cc2)c1	-2	1.0	-0.4	-3
Cc1c(C(=O)Nc2ccc(Br)cc2)cccc1[N+](=O)[O-]	4	1.7	0.0	-49
C=CSc1sc(Cl)c(N(CC)CC)c1[N+](=O)[O-]	-21	0.4	-0.2	8
CCCCNC(=S)Nc1ccccc1OC	-6	1.4	-0.1	11
COCc1cc(C)n(CC(=O)Nc2ccccc2OC)c(=O)c1C#N	7	-0.1	0.8	9
CCN(CC)C(=O)COc1ccc(-c2ccccc2)cc1	-15	-3.2	0.0	-48
Cc1cc2cc3c(N)c(C(=O)N4CCCCC4)sc3nc2cc1C	5	0.4	0.2	-42
CCOC(=O)CC(=O)CSc1nc(C(F)(F)F)cc(C)c1C#N	11	0.5	-0.1	7
CC(=O)c1cccc(NC(=O)c2nn(C)c3c2COc2ccccc2-3)c1	4	-0.7	-0.3	-18
COc1ccc(-c2csc3nnc(SCC(=O)Nc4ccc(C(C)=O)cc4)n23)cc1	2	-1.2	-0.1	-7
Cc1ccc(-c2noc(CNC(=O)c3ccc(C)cc3C)n2)cc1	11	-1.1	0.1	1
O=C(Nc1nc(-c2ccc(Br)s2)cs1)c1ccc([N+](=O)[O-])cc1	25	2.5	0.0	9
CCCCCC1CCC(c2ccc(C(=O)Nc3nnc(SCC)s3)cc2)CC1 (stereo not given)	0	0.3	0.0	-4
O=C(Cc1coc2ccc3ccccc3c12)N1CCN(c2ncccn2)CC1	7	-1.5	0.2	-9
CCOc1ccc(N=C2SC(C(=O)Nc3ccc(C)c(Cl)c3)CC(=O)N2C)cc1 (stereo not given)	3	1.0	-0.1	8
CC1=NN(c2ccccc2)C(=O)/C1=C/c1ccc(OCC(=O)O)c(Cl)c1	-7	3.0	-0.9	2
Cc1cc(C(=O)N/N=C/C(Br)=C\c2ccccc2)c(C)o1	9	-0.7	-0.1	-24
COc1ccc(-c2cncc(C(=O)NC3CC3)c2)cn1	-4	-0.8	-0.1	-6
COC(CNC(=O)C1CCC(=O)N1Cc1ccc(F)cc1)OC (stereo not given)	-2	3.1	0.0	-4
OC[C@H]1O[C@@H](n2cnc3c(NC4CCCC4)nc(Cl)nc32)[C@@H](O)C1O (stereo not given in full)	-9&8	-1.2&-0.3	0.0&0.3	-23
O=C(c1ccc2[nH]ncc2c1)N1CCN(C(=O)C(O)c2ccc(Br)cc2F)CC1 (stereo not given)	2	3.0	0.1	-1
Cc1ccc(S(=O)(=O)N(CC(=O)NC2CC2)c2cccc(Cl)c2Cl)cc1	19	0.6	0.3	-11
Cc1nnc(SCC(=O)Nc2ccccc2C#N)[nH]c1=O	2	1.9	-0.1	-5
COc1ccc(C2=N/C(=C\N(C)C)C(=O)O2)cc1	-3	0.5	0.0	-27
COc1ccc(-c2nc(-c3ccccc3)no2)cc1	1	-7.8	0.4	53*
Clc1nccc(Nc2ccccc2)n1	32	3.0	0.0	-11
CCOc1ccc(NC(=O)CSc2nc3ccccc3c(=O)n2Cc2cccs2)cc1	21	0.1	0.3	0
Cc1ccnc(NS(=O)(=O)c2ccc(NC(=O)c3ccc(Br)o3)cc2)n1	4	1.2	-0.2	-13
CCN(CC)c1ccc(/C=N/n2cnnc2)c(O)c1	-3	10*	-0.1	2
CCC(C(=O)NCc1ccco1)n1nc(-c2ccc(OC)cc2)ccc1=O (stereo not given)	7	0.8	-0.3	-13
CC(=O)c1cccc(NC(=O)CN2C(=O)COc3ccc(Cl)cc32)c1	11	0.2	-0.4	10
C/C(CC(=O)Nc1cccc2c1CCCC2)=N\NC(=O)C(C)C	-1	1.6	-0.1	-13
O=C(Oc1ccc2cc(-c3ccc(Cl)cc3)c(=O)oc2c1)N1CCOCC1	4	-0.8	0.2	-3
O=C(Nc1cccc([N+](=O)[O-])c1)C1(S(=O)(=O)c2ccc(Cl)cc2)CC1	8	-0.1	-0.1	-4
COc1cc(C2C(C(C)=O)=C(O)C(=O)N2c2ccc(Br)cc2)ccc1O (stereo not given)	-5	3.9	0.0	4
O=C1CC(=O)Nc2cc(S(=O)(=O)N3CCn4c3nc3ccccc34)ccc2N1	8	5.9*	0.2	-6
Cc1sc(N/N=C/c2cccnc2)nc1-c1ccccc1	-6	-0.4	-0.2	13
NC(=O)Nc1ccc(C(=O)OCC(=O)NCc2ccc(F)cc2)cc1	-7	0.6	-0.1	7
O=C(Nc1nonc1-c1ccccc1)C12CC3CC(CC(C3)C1)C2	-4	0.0	0.3	26
CN(Cc1ccccc1)S(=O)(=O)c1ccc(NC(=O)CCCOc2ccccc2)cc1	-4	0.8	0.6	5
Cc1ccc(N2CN=c3s/c(=C4\C(=O)N(C)c5ccccc54)c(=O)n3C2)cc1	0	0.2	-0.1	-2
Cn1c(N)c(C(=O)COC(=O)c2ccc(O)cc2)c(=O)n(C)c1=O	-3	-1.4	-0.2	1
Cc1ccccc1N=Cc1ccc([N+](=O)[O-])s1	7	0.3	0.3	8
CCOC(=O)C(=CNc1ccccc1O)C(=O)OCC	10	1.3	0.0	4
OC(CNc1ccccc1Cl)Cn1c2ccc(Br)cc2c2cc(Br)ccc21 (stereo not given)	2	0.8	-0.1	-9
COc1ccc(C(=O)Nc2ccc(Cl)c([N+](=O)[O-])c2)c(OC)c1	9	2.7	0.0	-79
Nc1nonc1-n1nnc(C(=O)O)c1-c1ccccc1	12	1.7	0.3	4
COC(=O)C(Cc1ccccc1)NS(=O)(=O)c1ccc(OC)cc1 (stereo not given)	-21	-1.8	-0.2	3
COCC(=O)OCCCNC(=O)c1cc2ccccc2oc1=O	6	-0.1	0.1	-8
Cc1ccc(C2CC(c3ccc(Br)cc3)=NN2C(=O)CSc2nnc(CNC(=O)c3ccco3)n2C)cc1 (stereo not given)	4	-0.7	0.0	11
Cc1ccc(C(=O)Nc2nnc(CCS(=O)(=O)c3ccc(Br)cc3)s2)cc1	-9	2.6	0.0	-12
Cc1cccc(C(=O)NNC(=O)/C=C/c2ccc(Cl)cc2)c1	-4	2.0	-0.2	3
CC1Cc2ccccc2N1C(=O)[C@@H]1CCCN1S(=O)(=O)c1ccc(Cl)cc1 (stereo not given in full)	8	0.5	0.0	2

Exported field by field: entries from further up.
> COc1ccc(C(=O)Nc2ccc(Cl)c([N+](=O)[O-])c2)c(OC)c1
- MITF primary: 9
- GPR151 ag: 2.7
- FBW7 act: 0.0
- TEAD-YAP inh: -79

> Nc1nonc1-n1nnc(C(=O)O)c1-c1ccccc1
- MITF primary: 12
- GPR151 ag: 1.7
- FBW7 act: 0.3
- TEAD-YAP inh: 4
